Pf growth 96h = P. falciparum growth inhibition at 96 hours | P. falciparum luciferase reporter growth, 96 h | Potency, µM (highest dose often 28.7 µM), inactives show at the highest dose activity change, negative = inhibition, most hits filed as inhibitors | 320,000 compounds, 6.9% hits | AID 504834; further: potency means the concentration at half of the fitted maximal effect; on the % scale 0 is the no-effect control and ±100 the full control effect
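Erythrocytes infected with luciferase-expressing P. falciparum were dispensed at 2% hematocrit and 0.05% parasitemia (final), then incubated with compounds 96 hours at 37 C in 5% CO2. Luminescence after detection reagent addition reported growth.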
Cycloheximide cs = counter-screen for Shiga toxin inhibitors: cycloheximide protein synthesis inhibition; cell reporter, cycloheximide protein synthesis inhibition counterscreen; max response, %; 300,000 compounds, 12% hits; AID 2314; in the data active means max response mostly above about 13%, no sharp cut-off; inactive means mostly below about 14%; further: read at 38.3 µM for the half of the compounds with a filed dose; 0% is about no effect
HCV inhibitor = HCV inhibition; Huh7.5.1 HCVcc-Cre infection, luciferase reporter, 44 h; Potency, µM (highest dose often 41.8 µM), without a hit: at the highest dose activity change, negative = inhibition, usual class: inhibitors; 340,000 compounds, 3.4% hits; further: potency means the concentration at half of the fitted maximal effect; on the % scale 0 is the no-effect control and ±100 the full control effect
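Compounds are dispensed onto cells plated 4 h earlier at 1,000 per well, with HCVcc-Cre virus (about 0.5 moi) added next. Following 44 h of culture, luminescent signal is measured for 15 sec after 15 min with substrate at room temperature.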
Pf growth 48h = inhibits P. falciparum growth in the first generation, 48 h | P. falciparum luciferase growth in erythrocytes, 48 h | Potency, µM (titrated, usually from 28.7 µM), for inactives: at the top dose activity change, negative = inhibition, actives largely listed as inhibitors | 310,000 compounds, 5.9% hits; further: potency means the concentration at half of the fitted maximal effect; on the % scale 0 is the no-effect control and ±100 the full control effect
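Compounds are pin-transferred into medium, infected erythrocytes (2% hematocrit, 0.1% parasitemia final) are added, and plates sit one parasite generation at 37 C in 5% CO2. Detection reagent is then added and luminescence measured.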
Shiga inhibitor = inhibitors of Shiga toxin in Vero cells. Vero cells, Shiga toxin protein synthesis inhibition reporter. 290,000 compounds, 9.2% hits. inhibition, % at 38.7 µM; in the data active means inhibition mostly above about 28%, no sharp cut-off; inactive means mostly below about 43%; further: 0% is about no effect
Giardia FBPA inh = blocks Giardia fructose-bisphosphate aldolase activity; A8B2U2; purified Giardia FBPA; Potency, µM (titrated, usually from 59.6 µM), inactives show at the top dose activity, negative = inhibition, usual class: inhibitors; 290,000 compounds, 0.71% hits; AID 2451; further: potency means the concentration at half of the fitted maximal effect; on the % scale 0 is the no-effect control and ±100 the full control effect; nearly all actives have a fitted effect of over 55% in size
Target sequence (A8B2U2 whole entry, looked up): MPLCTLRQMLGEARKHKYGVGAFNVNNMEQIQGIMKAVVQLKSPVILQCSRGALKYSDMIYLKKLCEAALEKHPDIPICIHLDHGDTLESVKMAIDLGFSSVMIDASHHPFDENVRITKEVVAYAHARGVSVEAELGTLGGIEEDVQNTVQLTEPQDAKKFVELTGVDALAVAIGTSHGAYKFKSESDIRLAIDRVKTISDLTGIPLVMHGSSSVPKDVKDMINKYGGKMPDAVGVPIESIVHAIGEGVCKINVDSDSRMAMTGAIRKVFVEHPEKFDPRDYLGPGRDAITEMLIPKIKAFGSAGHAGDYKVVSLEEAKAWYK
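Giardia FBPA (40 nM reagent) was preincubated 10 min at RT with compound (up to 57.5 uM final), then substrate plus GAPDH/TPI/NAD/arsenate coupling system with diaphorase/resazurin was added; resorufin fluorescence (525/598 nm) was read after 20 min.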
* marks the source's active call; other numbers are inactive results; ? = inconclusive; . = not tested or not shown; [ ] = dose if it differs, or a comment. Unless noted, the call rests on the fitted dose curve; in most records, active means well fitted curve in the direction sought with a large enough effect; inconclusive means small, poorly fitted or top-dose-only effect, or another doubt; inactive means no such curve, though single readings can be large; an effect the other way counts as inactive or inconclusive. Compounds as they come. About 24% of those tested had a hit in this group.

Fields: Pf growth 96h	Cycloheximide cs	HCV inhibitor	Pf growth 48h	Shiga inhibitor	Giardia FBPA inh
1	CS(=O)(=O)N1CCc2cc(C(=O)Nc3ccc(Cl)cc3)ccc21
→ 55%[activator]	17*	?	-20%	13	0%
2	CC(=O)c1cccc(NC(=S)NC(=O)Cc2ccc(Cl)cc2)c1
→ ?	-1	-3%	7%	-11	-27%
3	CCOC(=O)N1CCC(N2CCN(S(=O)(=O)c3ccc(OC)cc3)CC2)CC1
→ 131%[activator]	4	-3%	?	-2	0%
4	COc1cc(C2Nc3ccccc3NC3=C2C(=O)CC(C)(C)C3)cc(OC)c1OC(C)=O (stereo unspecified)
→ ?	-2	13%	128%[activator]	-19	-7%
5	Cc1cc(NC(=O)Cn2nc(-c3ccccc3F)ccc2=O)ccc1-n1cnnn1
→ .	-2	?	-1%	-17	6%
6	COc1cccc(CN2CC(C(=O)NCc3cnn(C)c3)CCC2=O)c1 (stereo unspecified)
→ -5%	-2	-3%	3%	8	.
7	Cc1cccc(NNC(N)=S)c1C
→ 12%	2	1%	42%[activator]	-5	?
8	COc1ccc(OC)c(C2CC(=O)NC(SC)=C2C#N)c1 (stereo unspecified)
→ 25%	-2	-7%	.	-6	-1%
9	COC(=O)c1c(N2C(=O)CC(Sc3ccccc3C(=O)O)C2=O)sc2c1CCCC2 (stereo unspecified)
→ ?	3	1%	6%	-5	22%
10	Cc1ccc(CN(c2ccc(C(=O)NCc3ccccn3)cc2)S(C)(=O)=O)cc1
→ -28%	-4	?	.	-9	-2%
11	CCOC(=O)C1=C[C@@H](C(=O)OCC)[C@@H]2C3=C(C(=O)C2(C)C)[C@H](c2ccccc2)[C@@H]2C(=O)N(c4ccccc4)C(=O)[C@@H]2[C@@H]3C1
→ .	-2	.	.	-5	-7%
12	CC(C)c1nc2sc3c(SCC(=O)NCc4ccco4)ncnc3c2c2c1CCC2
→ 0%	2	?	90%[activator]	-9	-17%
13	O=C(OCc1nc2ccc(Cl)cc2n1CCO)c1ccccc1C(=O)c1ccccc1
→ 14%	0	5%	-6%	-3	-9%
14	O=C(CCc1ccc(S(=O)(=O)N2CCCCC2)cc1)c1nnc(-c2ccccc2)o1
→ 30%	2	-4%	?	3	0%
15	COc1ccc(C2=NOC(Cn3nc(C(=O)NCc4cccc(C(F)(F)F)c4)cc3-c3ccccc3)C2)cc1 (stereo unspecified)
→ 4.7µM*	.	?	4.7µM*	.	.
16	Nc1ccc2c(C(F)(F)F)cc(=O)oc2c1
→ 41%[activator]	-5	-13%	10%	18	-3%
17	O=C1NC(=S)S/C1=C/c1ccc(OC(=O)c2ccco2)cc1
→ -69%	-5	0%	50%[activator]	-7	-24%
18	COC(=O)Cc1[nH]nc2c1C(c1cc(OC)c(OC)c(OC)c1)C(C#N)=C(N)O2 (stereo unspecified)
→ 28%	-1	11%	69%[activator]	-3	2%
19	CC(=O)c1ccc(NC(=O)C(C)N(C)CC(=O)Nc2ccccc2Cl)cc1 (stereo unspecified)
→ ?	5	-7%	-11%	-7	-2%
20	COC(=O)/C(N=Nc1cccc(C(F)(F)F)c1)=C(\C)O
→ 0%	-3	-18%	98%[activator]	-15	1%
21	Cn1ccnc1SCC(=O)Nc1cccc(O)c1
→ .	21*	4%	60%[activator]	58	0%
22	c1ccc(-c2noc(CN3CCN(c4cnccn4)CC3)n2)cc1
→ 1%	-1	-7%	-16%	9	3%
23	COc1ccc(S(=O)(=O)NC2CC2)cc1-n1cnnn1
→ 57%[activator]	-2	3%	13%	-14	4%
24	COC(=O)CSc1nnc([C@H](CC(C)C)NC(=O)OC(C)(C)C)o1
→ .	-3	19%	-8%	13	0%
25	CCOc1ccc(OCc2ccc(C(=O)N/N=C(\C)c3ccccn3)cc2)cc1
→ 0.37µM*	40*	?	0.37µM*	62	12%
26	CCN(c1ccccc1)S(=O)(=O)c1ccc(NC(=O)C(C)(C)C)cc1
→ ?	-3	-19%	.	3	9%
27	COc1ccc(CNc2ncc(-c3ccc(F)cc3)n2C)cc1OC
→ ?	-3	-17%	-2%	.	?
28	COc1ccccc1C(=O)N/C(=C/c1ccccc1)C(=O)Nc1ccc(C(=O)O)cc1
→ 23%	-7	12%	?	-11	7%
29	Cc1ccc(NP(=O)(c2ccc(N(C)C)cc2NC(=O)c2cccs2)N2CCOCC2)cc1 (stereo unspecified)
→ 0%	1	?	?	-3	-10%
30	Cc1nn2c(=O)cc(CSc3ccccc3NC(=O)c3ccccc3F)nc2s1
→ 62%	-6	18%	-2%	-19	2%
31	NC(Cc1cc(O)c(O)cc1O)C(=O)O (stereo unspecified)
→ 15%	.	3%	0%	.	-13%
32	COc1ccc(/C(O)=C2\C(=O)C(=O)N(Cc3ccco3)C2c2cc(OC)ccc2OC)cc1 (stereo unspecified)
→ 33%[activator]	0	26%	?	-6	-25%
33	Cc1cc(C)cc(-n2cnc3cc(C(=O)O)ccc32)c1
→ 16%	1	12%	.	-6	?
34	COc1ccc(-c2cc(=O)oc3cc(OCC(=O)N4C[C@H]5C[C@@H](C4)c4cccc(=O)n4C5)ccc23)cc1
→ ?	-2	-25%	?	-2	2%
35	Cc1ccc(NC(=S)N2CCN(C)CC2)c(C)c1
→ ?	-4	-11%	-1%	24	4%
36	CCCOc1cccc(C(=O)N/N=C/c2ccoc2)c1
→ -28%	31*	1%	18%	28	.
37	O=C(N/N=C/c1ccc(O)c(O)c1)c1cccc(S(=O)(=O)N2CCCC2)c1
→ 2%	.	6%	-1%	.	.
38	Cn1c(NCc2ccco2)nc2c1c(=O)n(Cc1ccc(Br)cc1)c(=O)n2C
→ .	-1	?	9.3µM*	-9	-5%
39	CCCCOC(=O)c1ccc(NC(=O)c2cc(Cl)c(Cl)cc2C(=O)O)cc1
→ 53%[5.75 µM]	32*	13%	1%	66*	10%
40	CCN(CC)C(=O)Oc1ccc2oc(=O)cc(-c3cc4cccc(OC)c4o3)c2c1
→ 4%	-5	11µM*	0%	-1	14%
41	Nc1nc(SCc2ccccc2)n[nH]1
→ 43%[activator]	11*	-6%	6%	19	2%
42	Cc1oc2cc3oc(=O)c(CCC(=O)NCCC(=O)O)c(C)c3cc2c1C
→ -8%	18	1%	7%	4	-9%
43	O=C(N/N=C/c1cccc(O)c1)c1cc2c(ccc3ccccc32)o1
→ ?	9	-15%	-2%	6	.
44	CC(=O)c1cccc(NC(=O)c2csc3c2CCCCC3)c1
→ ?	37*	-28%	-16%	55*	-12%
45	CN1CCN(c2ccc(NC(=S)NC(=O)c3cccc4ccccc34)cc2)CC1
→ 0%	11	11µM*	?	2	-5%
46	Cc1cccc(NC(=O)COc2coc(CN3CCc4ccccc4C3)cc2=O)c1
→ ?	.	-19%	8.3µM*	.	.
47	N#Cc1ccccc1NC(=O)CSc1cn[nH]n1
→ 0%	2	12%	4%	19	-7%
48	O=C(CN1CCSC1=O)N1CCN(S(=O)(=O)c2ccc(Cl)cc2)CC1
→ ?	.	1%	24%	.	.
49	C#CCN1c2ccccc2Sc2cccnc21
→ 0.12µM*	-2	?	0.33µM*	4	-12%
50	Cc1ccc(C(=O)Nc2sc(C)c(C)c2C(=O)c2ccccc2)cc1
→ 10%	-3	?	11%	-9	5%
51	COc1ccc(-c2cc3nc(C)c(CCC(=O)NCc4ccc(F)cc4)c(C)n3n2)c(OC)c1
→ ?	7	12%	?	32	-7%
52	COc1ccc(C(=O)N2CCN(CCc3ccccn3)CC2)cc1
→ -10%	11	10%	-6%	-7	5%
53	CC(C)(C)n1nnnc1C(c1cccnc1)N1CCN(C(=O)c2ccco2)CC1 (stereo unspecified)
→ ?	-3	16%	-18%	-1	-5%
54	O=S(=O)(/C=C/c1ccccc1)N1CCN(c2ccc(F)cc2)CC1
→ 14%	2	?	15%	-13	7%
55	COC(=O)c1cccc(NC(=S)N2CCN(C)CC2)c1
→ ?	-2	0%	-11%	-2	-14%
56	CCS(=O)(=O)Nc1ccc(C2=NN(C(=S)Nc3ccccc3)C(c3ccco3)C2)cc1 (stereo unspecified)
→ ?	18*	?	?	18	-15%
57	O=C(NCC1CCCO1)c1ccc(OC2CCN(C(=O)C3CC3)CC2)cc1 (stereo unspecified)
→ 66%[activator]	-1	4%	0%	33	7%
58	O=C(CN1CCN(c2ccc(F)cc2)CC1)Nc1ccccc1C(=O)NCCc1ccccc1
→ ?	.	?	?	.	.
59	c1ccc(CSc2nnnn2-c2ccc3c(c2)OCCO3)nc1
→ 9%	21*	-3%	26%	43	-1%
60	Cc1ccccc1NC(=O)C(C)OC(=O)CCC(=O)N(CC(C)C)c1c(N)n(CC(C)C)c(=O)[nH]c1=O (stereo unspecified)
→ 5%	.	20%	-8%	.	.

The results go on:
Fields: Pf growth 96h	Cycloheximide cs	HCV inhibitor	Pf growth 48h	Shiga inhibitor	Giardia FBPA inh
61	CN(c1ccccc1)S(=O)(=O)c1cccc(NC(=O)CN2C(=O)NC3(CCCC3)C2=O)c1
→ ?	.	2.8µM*	-25%	.	.
62	O=C(NC1CCCCC1)NC1CCN(S(=O)(=O)c2ccc3c(c2)OCCO3)CC1
→ ?	-4	6%	9%	-12	5%
63	COc1ccc(C(=O)NC(Cn2ccnc2)C(C)(C)C)cc1OC1CCN(C(C)C)CC1 (stereo unspecified)
→ -56%	1	-10%	-6%	7	.
64	COCCNC(=O)COc1cccc2c1OC(C)(C)C2
→ 11%	2	-8%	26%	12	-3%
65	COC(=O)c1ccc(OC(=O)CS(=O)c2ccccc2[N+](=O)[O-])cc1 (stereo unspecified)
→ -32%	-1	12%	34%[activator]	2	-7%
66	CC(C)c1ccccc1-n1c(-c2cccnc2)n[nH]c1=S
→ -36%	0	5%	?	-4	-17%
67	COc1ccccc1CNC(=O)CN1C(=O)N(C)C2(CCCCC2)C1=O
→ -15%	.	6%	2%	.	.
68	Cc1ccc(F)cc1NC(=O)CCC(=O)c1cccs1
→ 12%	0	-14%	.	-3	5%
69	CC1CC(C)CN(S(=O)(=O)CCNC(=O)c2ccccc2)C1 (stereo unspecified)
→ -5%	.	-4%	0%	.	.
70	CC(c1ccco1)N(C(=O)c1cccs1)c1ccccn1 (stereo unspecified)
→ .	-3	-4%	-12%	29	0%
71	O=C1CC(N(C(=O)c2ccco2)c2ccc(F)cc2)C(=O)N1c1ccc(F)cc1 (stereo unspecified)
→ -13%	3	14%	.	-3	4%
72	Cc1ccccc1NCC(=O)N/N=C/c1ccc([N+](=O)[O-])cc1
→ 24%	2	11%	25%	9	16%
73	CCc1cccc(C)c1NC(=S)N(CCCN1CCN(C)CC1)Cc1cccs1
→ ?	-9	?	?	-7	12%
74	CCOC(=O)CCN(Cc1cccs1)S(=O)(=O)c1ccc(F)cc1
→ ?	1	-1%	4%	1	-20%

Record cards, as listed above. Order of values: Pf growth 96h	Cycloheximide cs	HCV inhibitor	Pf growth 48h	Shiga inhibitor	Giardia FBPA inh
Profile of O=C(NC1CCCCC1)NC1CCN(S(=O)(=O)c2ccc3c(c2)OCCO3)CC1 : ?	-4	6%	9%	-12	5%
Profile of CC1CC(C)CN(S(=O)(=O)CCNC(=O)c2ccccc2)C1 (stereo unspecified) : -5%	.	-4%	0%	.	.

Screens as filed in PubChem.
